From PubChem
697 NFkB inh: lowers PMA/ionomycin-induced NF-kB signal in 697 B cells; inhibition, % at 4 µM; actives 0.33% (n = 330,000); 697 B-cell NF-kB luciferase reporter, 16 h; AID 435022; in the data active means inhibition above about 35%
XBP1 UPR activ: adaptive UPR (XBP1) activation; actives 0.33% (n = 330,000); activation, % at 20 µM; CHO-XBP1 luciferase reporter, IRE1-XBP1 UPR activation, luminescence; percent of tunicamycin response, DMSO as zero;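 active means versus positive control, 20 µM dose yields 30% or more activation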;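 further: 100% = tunicamycin at 10 µg/mL and 0% = DMSO only wells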
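Material: CHO cell line with stable XBP1 luciferase reporter; buffer or medium: F12 medium containing 10% fetal bovine serum; compound: single point, 20 µM final compound, 1% DMSO; incubation: 6 h treatment, 37 °C; measured by: glow luminescence from Steady-Glo reagent; evaluation: activation, % of tunicamycin; control set: tunicamycin high, DMSO low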
Mdm2-MdmX inh: inhibitors of human Mdm2/MdmX interaction; actives 3% (n = 330,000); O15151+Q00987; AID 485346; inhibition, % at 8 µM; SaOS-2 split-luciferase Mdm2/MdmX complementation, luminescence;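 active means inhibition of at least 50% at 8 µM in the primary screen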
CXCR6 block: CXCR6 (human) receptor inhibition; CHO-K1 PathHunter CXCR6 beta-arrestin, luminescence; AID 602244; O00574; inhibition, % at 20 µM; actives 0.36% (n = 360,000); in the data active means inhibition above about 34%, passing the limit was not always enough;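 further: antagonist mode with CXCL16 agonist at 10 nM final; 0% = 10 nM CXCL16 with DMSO and 100% = unstimulated wells without agonist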
Target sequence (O00574 whole entry, looked up): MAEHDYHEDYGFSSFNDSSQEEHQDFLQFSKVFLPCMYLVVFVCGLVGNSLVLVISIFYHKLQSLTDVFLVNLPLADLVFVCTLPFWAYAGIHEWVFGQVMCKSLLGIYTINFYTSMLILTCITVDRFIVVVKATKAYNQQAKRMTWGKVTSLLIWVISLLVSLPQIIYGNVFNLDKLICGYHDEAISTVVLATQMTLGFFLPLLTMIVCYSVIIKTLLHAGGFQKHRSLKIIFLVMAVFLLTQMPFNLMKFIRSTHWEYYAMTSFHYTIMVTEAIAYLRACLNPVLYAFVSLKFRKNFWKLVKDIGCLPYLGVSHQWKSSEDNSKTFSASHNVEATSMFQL
CCR6 antagonist: blocks CCL20-driven beta-arrestin recruitment at human CCR6 | CHO-K1 CCR6 PathHunter beta-arrestin, luminescence, CCL20-stimulated | inhibition, % at 20 µM | actives 0.49% (n = 340,000) | AID 493098;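 active means compounds whose inhibition of the agonist-driven luminescence signal at 20 µM reaches about 50%, limit read from the data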;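 further: cells stimulated with CCL20 at 14 nM final; plate controls were DMSO with CCL20 for no effect and DMSO without agonist for full effect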
Target sequence (P51684 whole entry, looked up): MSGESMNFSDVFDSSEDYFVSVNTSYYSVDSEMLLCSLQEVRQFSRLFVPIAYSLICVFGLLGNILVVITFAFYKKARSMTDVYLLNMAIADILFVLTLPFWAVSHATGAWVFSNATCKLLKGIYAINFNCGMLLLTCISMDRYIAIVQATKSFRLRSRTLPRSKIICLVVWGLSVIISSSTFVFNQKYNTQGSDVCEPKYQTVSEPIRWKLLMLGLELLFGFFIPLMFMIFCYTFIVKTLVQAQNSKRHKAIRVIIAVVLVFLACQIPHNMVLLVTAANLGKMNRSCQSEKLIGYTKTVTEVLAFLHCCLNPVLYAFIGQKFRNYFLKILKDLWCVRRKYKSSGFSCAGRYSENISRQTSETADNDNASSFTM
EBI2 antag: EBI2 (human) antagonism; inhibition, % at 5 µM; actives 0.81% (n = 360,000); P32249; EBI2 beta-arrestin recruitment, luminescence, 7a,25-OHC stimulated; in the data active means inhibition above about 38%;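 further: enzyme fragment complementation signal reports receptor beta-arrestin coupling in cells; 0% = agonist plus DMSO wells and 100% = wells without agonist; some results beyond the cut were filed as inactive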
Target sequence (P32249 whole entry, looked up, the tested form may be a part): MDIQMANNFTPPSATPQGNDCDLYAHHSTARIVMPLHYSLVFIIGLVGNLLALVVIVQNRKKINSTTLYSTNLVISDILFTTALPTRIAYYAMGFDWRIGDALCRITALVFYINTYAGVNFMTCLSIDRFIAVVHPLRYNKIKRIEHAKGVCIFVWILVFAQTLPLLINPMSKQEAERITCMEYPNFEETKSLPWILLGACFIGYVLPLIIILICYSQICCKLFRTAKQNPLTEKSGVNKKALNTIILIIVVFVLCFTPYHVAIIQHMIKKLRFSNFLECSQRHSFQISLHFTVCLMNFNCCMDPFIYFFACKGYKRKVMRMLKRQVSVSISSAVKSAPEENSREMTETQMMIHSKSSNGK
Jurkat NFkB inh: inhibitors of the PMA/ionomycin-induced NF-kB reporter in Jurkat cells. PMA/ionomycin-induced NF-kB luciferase reporter, luminescence. inhibition, % at 4 µM. actives 0.53% (n = 330,000). AID 435003; in the data active means inhibition above about 50%
Gli-Sufu antag: antagonists of Gli-Sufu signaling; inhibition, % at 5 µM; Sufu-KO-LIGHT fibroblasts, Gli luciferase reporter luminescence; actives 0.74% (n = 340,000); AID 588413;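 active means inhibition above about 55%, limit read from the data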;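 further: 0% = DMSO-treated cells and 100% = wells with medium but no cells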
UPR CHOP act: apoptotic UPR (CHOP) activation. CHO-CHOP luciferase reporter, luminescence; percent of tunicamycin response over DMSO baseline. activation, % at 10 µM. actives 0.34% (n = 330,000);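 active means at 10 µM dose, activation of 40% or more, normalized to positive control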;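 further: 100% = tunicamycin at 10 µg/mL and 0% = DMSO alone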
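System: CHO CHOP reporter cells. Amount: 500 cells per well. Buffer or medium: F12 medium, 10% FBS. Compound dosing: one dose, 10 µM in 0.5% DMSO. Incubation: 6 h compound exposure at 37 °C after overnight seeding. Technique: Steady-Glo luciferase luminescence. Benchmarks: tunicamycin and DMSO controls.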
Starred values were filed as active, the others as inactive; · = not tested or not shown.

SMILES	697 NFkB inh	XBP1 UPR activ	Mdm2-MdmX inh	CXCR6 block	CCR6 antagonist	EBI2 antag	Jurkat NFkB inh	Gli-Sufu antag	UPR CHOP act
Cc1cc(-c2nnc3n2N=C(c2ccc(F)cc2)CS3)n[nH]1	-2	0	31	1	6	10	-20	10	1.8
O=C(NCc1ccccc1C(F)(F)F)C1CCC(=O)N(C2CC2)C1 (stereo unspecified)	-51	-4	8	-4	3	4	-8	-11	1.5
Cc1cc(Cl)ccc1OCC(=O)OCC(=O)N1CCC(C(N)=O)CC1	10	-1	-24	9	1	-8	1	10	-0.4
O=C(CC(C(=O)O)C1CCCO1)NCc1ccccc1 (stereo unspecified)	9	-2	-19	-5	-5	-8	-20	-8	-1.4
CC(C)(C)c1cc(OS(C)(=O)=O)ccc1O	-10	0	33	3	4	-11	15	0	-2.2
O=C(COC(=O)c1cccnc1Cl)Nc1ccc2c(c1)OCCO2	3	3	-42	4	-4	-2	-11	11	5.1
CCOC(=O)C1(C)C=C(Nc2cccc(OC)c2)C(=O)N1c1ccccc1 (stereo unspecified)	-4	-2	-13	-2	11	2	-70	-5	1.0
O=C1CC(c2ccccc2)Cc2nc3nc(C(F)(F)F)nn3cc21 (stereo unspecified)	2	-4	5	23	16	16	13	0	-0.7
COc1ccc(Cl)cc1NC(=O)CSc1nc2ccsc2c(=O)n1CC1CCC(C(=O)O)CC1 (stereo unspecified)	-27	-1	28	1	2	-3	2	43	1.9
Cn1c(=O)n(C)c2cc(NC(=O)CCc3ccccc3)c(Br)cc21	-28	-4	6	-5	5	1	-7	5	0.9
O=C1OCc2cc(NC(=O)C34CC5CC(CC(C5)C3)C4)ccc21	-14	2	-20	-1	20	5	-3	0	2.0
COc1ccc(CN2CCN(Cc3ccccc3F)CC2)c(OC)c1	9	-5	6	15	15	6	15	-7	0.8
O=C(CCC(=O)Nc1ccc(Br)cc1)N/N=C/c1ccc(F)cc1	18	-3	5	-5	6	-10	1	-1	2.0
CCOc1ccc(C(=O)COC(=O)CN2C(=O)NC3(CCCCC3C)C2=O)cc1 (stereo unspecified)	29	-1	39	-1	10	6	9	29	0.3
Cc1ccc(OC(=O)c2ccccc2P(=O)(O)O)cc1	1	-2	0	-7	4	0	-6	-3	-1.2
O=C(O)c1ccc(/C=N/NC(=S)NC2CCCCC2)cc1	-44	0	-11	-1	2	8	-7	-1	2.0
Cc1c(C(=O)NC2CCCCC2C)oc2ccccc12 (stereo unspecified)	-1	-7	27	0	19	14	-1	-9	2.0
O=c1ccc(-c2ccccc2)nn1Cc1ccc(F)cc1Cl	-3	-1	-6	-7	8	-1	18	·	0.1
CCOC(=O)N1CCN(c2c(N3CCc4ccccc4C3)c(=O)c2=O)CC1	8	-2	22	-9	-1	-2	23	1	-1.7
O=C(Cn1c(NCCCCl)nc2ccccc21)c1ccccc1	13	1	3	6	-2	-11	-3	17	0.8
O=C(c1c(F)cccc1F)N(Cc1cccs1)C1CCCC1	19	-1	12	2	22	-5	13	-7	-0.4
COc1ccccc1NC(=S)NC(=O)C1CC1	1	1	-2	-8	7	-8	-1	0	-0.5
CCOC(=O)N1CCN(C(=O)c2ccc(S(=O)(=O)c3ccc(C)cc3)c(NC(C)=O)c2)CC1	-2	-5	51*	-4	2	-7	8	7	-2.0
Cc1nn(-c2ccccc2)c(C)c1/C=N/NC(=O)CSc1nnc(SCc2ccccc2Cl)s1	-35	-3	-3	1	29	16	-19	-31	5.0
CN(C)CCOc1cc(Cl)cc(Cl)c1	3	-1	-19	5	-4	0	-2	0	-1.8
Next section:
SMILES	697 NFkB inh	XBP1 UPR activ	Mdm2-MdmX inh	CXCR6 block	CCR6 antagonist	EBI2 antag	Jurkat NFkB inh	Gli-Sufu antag	UPR CHOP act
CCN(CC)c1ccc(NC(=O)OC)cc1	-53	-1	-18	1	2	5	-1	-12	1.3
O=C(NCc1ccco1)c1ccc2c(c1)N(Cc1ccccc1)C(=O)CS2=O (stereo unspecified)	11	1	-10	-4	13	2	4	-1	0.1
CCOC(=O)c1c(-c2ccccc2)csc1NC(=O)c1ccc(S(=O)(=O)N2CC(C)OC(C)C2)cc1 (stereo unspecified)	-30	-2	-2	-3	-9	8	9	10	-1.4
O=[N+]([O-])c1ccc(O)c(NC(=S)Nc2ccccc2)c1	-36	4	-22	7	22	1	-29	15	-0.5
COc1ccc(N2CCN(c3ccc4nnc(CCC(=O)Nc5ccc(C)cc5)n4n3)CC2)cc1	-12	0	13	2	-14	2	6	3	0.4
Cc1ccc(S(=O)(=O)N2CCOCC2)s1	-10	-2	28	-8	1	-15	10	5	0.1
CN1C(=O)/C(=C/c2cccc(Cl)c2)Sc2ccc(C(=O)N3CCOCC3)cc21	-4	-6	30	1	1	13	9	19	2.3
CCS(=O)(=O)Nc1ccc2[nH]c(=O)[nH]c2c1	26	-1	-8	-3	-11	-1	-2	1	0.3
Cn1ccc2c([N+](=O)[O-])cccc2c1=O	9	-1	4	-11	3	-20	3	-7	1.0
COC(=O)[C@@H]1CCCN1Cc1nc(Cc2ccc(OC)c(OC)c2)no1	11	-2	5	-5	-6	-4	-1	-3	-0.4
CN(C(=O)COC(=O)c1cccc(NS(=O)(=O)c2ccc(F)c(F)c2)c1)C1CCS(=O)(=O)C1 (stereo unspecified)	2	-2	-24	6	8	7	2	43	1.3
COc1ccc2cc(/C=N/NC(=O)CN(c3ccccc3C)S(=O)(=O)c3ccccc3)c(Cl)nc2c1	1	0	34	7	1	14	8	5	5.3
COc1ccc(CC(=O)Nc2ccccc2NC(=O)Cc2ccc(OC)cc2)cc1	-7	-1	14	-14	5	3	-2	-2	1.8
O=C(CN1CCOCC1)NC1C2CC3CC(C2)CC1C3 (stereo unspecified)	27	-1	-18	-18	3	2	-5	5	-0.6
Cn1c(=O)[nH]c2nnc(-c3ccc(Cl)c(Cl)c3)nc2c1=O	-102	-4	-26	3	5	10	-18	-65	0.7
NC(=O)C1CCN(C(=O)CCNS(=O)(=O)c2ccccc2F)CC1	19	0	-32	3	16	-2	-7	-3	-1.7
CN(C)CC(C)(C)CN=Cc1c(O)[nH]c2ccccc12	-20	-3	16	-14	10	4	6	5	-1.4
Cc1c(OC(C)C(=O)NCCCn2ccnc2)ccc2c3c(c(=O)oc12)CCC3 (stereo unspecified)	-8	-3	10	-1	5	4	6	38	1.1
O=C(c1cc(-c2ccncc2)nc2ccc(Cl)cc12)N1CCN(C(=O)C2CCCO2)CC1 (stereo unspecified)	6	0	2	5	-15	-8	9	1	0.9
COc1ccc(NC(C)=O)cc1S(=O)(=O)N1CC=C(c2ccccc2)CC1	-8	-3	17	3	3	5	-9	0	0.0
O=[N+]([O-])c1ccc(S(=O)(=O)Nc2ccccn2)cc1	-26	-3	-13	2	-11	-5	-3	-6	-1.5
Cc1ccc(-c2[nH]c3ccccc3c2SCCNC(=O)c2cc3ccccc3oc2=O)cc1	3	-1	25	4	21	1	2	-6	1.3
COc1ccccc1NC(=O)N1CCN(c2ccc3nncn3n2)CC1	17	-1	23	-3	-2	-1	4	-16	6.8
Cc1ccc(NC(=O)CNc2cccc(Br)c2)cc1S(=O)(=O)N1CCOCC1	-14	-2	20	-5	20	5	-134	-3	0.2
Cc1ccc(C(=O)C2CCN(CC(=O)N3CCN(c4ccc(F)cc4)CC3)CC2)cc1	4	-2	26	1	20	-1	3	29	-2.2

Next part; it opens with the 2 that closed the last part.
SMILES	697 NFkB inh	XBP1 UPR activ	Mdm2-MdmX inh	CXCR6 block	CCR6 antagonist	EBI2 antag	Jurkat NFkB inh	Gli-Sufu antag	UPR CHOP act
Cc1ccc(NC(=O)CNc2cccc(Br)c2)cc1S(=O)(=O)N1CCOCC1	-14	-2	20	-5	20	5	-134	-3	0.2
Cc1ccc(C(=O)C2CCN(CC(=O)N3CCN(c4ccc(F)cc4)CC3)CC2)cc1	4	-2	26	1	20	-1	3	29	-2.2
COc1ccccc1N1CCN(Cc2cc(=O)c(OCC(=O)Nc3ccccc3)co2)CC1	-13	-2	5	4	9	-6	2	-5	-0.7
CC(C)(C)NC(=O)CCN(/N=C/c1ccccc1F)C1=NS(=O)(=O)c2ccccc21	2	-2	20	7	18	16	6	-6	-1.6
CCOc1ncccc1C(=O)OCC(=O)NCCc1ccc(OC)cc1	-2	1	7	0	0	0	7	2	-1.5
C=CCN(C(=O)CNC(=O)c1ccco1)C(C(=O)NC1CCCCC1)c1cccnc1 (stereo unspecified)	21	-5	-12	-1	6	2	6	10	-0.7
CCOC(=O)c1ccccc1NC(=O)COC(=O)CCC(=O)c1ccc(C)cc1	6	1	-12	0	19	-2	-2	-1	-0.6
O=C(NCCN1CCOCC1)c1ccc2c(c1)N(Cc1ccccc1F)C(=O)c1ccccc1S2	18	0	14	1	16	-9	-1	-2	-2.1
CCN(C(=O)c1cc2cc(OC)ccc2oc1=O)c1cccc(C)c1	-22	-1	15	-3	-7	-2	-6	10	-1.6
CCC(C)N(C(=O)Cn1nc(C)c([N+](=O)[O-])c1C)C1CCS(=O)(=O)C1 (stereo unspecified)	-2	-1	12	5	-5	1	-5	-10	-0.3
COc1ccccc1CNC(=O)C1CCC(CNC(=O)[C@@H]2Cc3ccccc3CN2)CC1 (stereo partly specified)	-8	-6	17	-2	12	8	-8	-13	-1.0
CC(NC(=O)Nc1cccc(Cl)c1)C(c1cccs1)N1CCCC1 (stereo unspecified)	-6	1	22	10	8	-6	2	18	-1.5
Cc1ccccc1Nc1cccc2nonc12	-9	0	-34	7	11	1	-11	-3	-1.2
COc1ccc(OCC(=O)Nc2cccc(S(=O)(=O)N(C)c3ccccc3)c2)c([N+](=O)[O-])c1	3	8	42	5	4	-18	-36	-6	9.6
CN(CC(=O)Nc1cccc(F)c1)CC(=O)Nc1ccc(Cl)cc1[N+](=O)[O-]	7	3	6	-5	4	-5	-17	4	-0.2
Oc1ccc2ccccc2c1C=Nc1ccccc1-c1nc2ccccc2[nH]1	-51	37*	46	-4	17	10	2	-6	26
N/C(Cc1cccc2ccccc12)=N\OC(=O)Cc1cccs1	-33	1	-54	-2	7	-1	-11	-15	5.1
CCN(CC)Cc1nc2c(c(=O)[nH]1)C1(CCCCC1)Cc1ccccc1-2	6	3	19	7	17	-6	12	-11	1.5
CN(CC(=O)Nc1ccccc1C(F)(F)F)C(=O)CSc1nnnn1C	17	-1	-22	-3	3	7	12	20	-0.6
O=C(O)c1cccc(S(=O)(=O)N2CCc3ccccc3C2)c1	-22	-4	-24	9	11	-12	-21	-9	-0.6
COc1ccccc1CNC(=O)CCS(=O)(=O)c1cccc2nonc12	-2	-1	-18	1	4	-16	-9	1	0.7
COc1ccc([C@H]2CC(=O)C=C(c3ccc(O)cc3)C2)cc1OC	13	4	-15	1	5	18	16	2	1.7

Pulled one by one from the entries so far, two records:
SMILES	697 NFkB inh	XBP1 UPR activ	Mdm2-MdmX inh	CXCR6 block	CCR6 antagonist	EBI2 antag	Jurkat NFkB inh	Gli-Sufu antag	UPR CHOP act
Cc1c(C(=O)NC2CCCCC2C)oc2ccccc12 (stereo unspecified)	-1	-7	27	0	19	14	-1	-9	2.0
COc1ccc(OCC(=O)Nc2cccc(S(=O)(=O)N(C)c3ccccc3)c2)c([N+](=O)[O-])c1	3	8	42	5	4	-18	-36	-6	9.6
